HSF-1 GFP decrease: decrease of heat-induced HSF-1 GFP reporter, dose response, NIH3T3 R4 cells, GFP/RFP, cherry-pick, set 3 (AID 493083); NIH3T3 R4 HSF-1 GFP reporter, heat shock, 48 h; activity change, negative = inhibition, % at the top dose, mostly 19.5 µM; hits show AC50 in µM; 2,400 compounds, 4% hits;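 active means compounds lowering signal whose fitted AC50 is at most ten times the top tested dose; inconclusive means flat fit with moderate inhibition, or poor curve fit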;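 further: 0% = neutral control wells and -100% = didemnin B positive control; many of its hits are not listed in these tables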
* hit, by the source's call. An excerpt, so the mix of outcomes need not match the whole.

For Cn1c2ccccc2c2cnn(CC(=O)N3CCC4(CC3)OCCO4)c(=O)c21 the results were HSF-1 GFP decrease 9.6%.
For COC(=O)[C@]12OC[C@]34C([C@@H](O)[C@@H]1O)[C@]1(C)CC(=O)C(O)=C(C)[C@@H]1C[C@H]3OC(=O)[C@H](O)[C@@H]24 (some centres undefined) the results were HSF-1 GFP decrease -6.1%.
`S=C1NCCN1` gave HSF-1 GFP decrease -5.6%.
C=C1C(=O)O[C@@H]2C[C@@H](C)[C@@H]3C=CC(=O)[C@@]3(C)[C@@H](OC(=O)CC(=O)O[C@H]3[C@@H]4C(=C)C(=O)O[C@@H]4C[C@@H](C)[C@@H]4C=CC(=O)[C@]43C)[C@H]12 was read as HSF-1 GFP decrease inconclusive.
For Cc1cc([N+](=O)[O-])c2ccccc2[n+]1[O-] the results were HSF-1 GFP decrease 5.71µM*.

Compound activity (PubChem)
